EBV LMP1 NFkB: Epstein-Barr LMP1 NF-kappaB reporter inhibition; LMP1-induced NF-kappaB luciferase reporter cells, luminescence; inhibition, % at 12.5 µM; actives 0.69% (n = 350,000); AID 504558; in the data active = inhibition above about 41%; inconclusive = no clear call, values can overlap the other calls;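 also: 0% = neutral control wells and 100% = reference inhibitor control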
TRAIL sens C8: sensitizes caspase-8 expressing cells to TRAIL. inhibition (viability loss, TRAIL sensitization), % at 10 µM. NB7+C8 cells + TRAIL, ATPlite viability luminescence. AID 624354. actives 1% (n = 360,000);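 active = compounds causing at least 50% loss of cell viability in the single-dose screen, relative to plate controls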
Shn3 3UTR inh: reduces Shn3 3'UTR luciferase signal in osteoblasts | actives 0.52% (n = 360,000) | Clone20 osteoblast Shn3 3'UTR firefly luciferase, 24 h | inhibition, % at 12.5 µM;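 active = mean inhibition of at least 75% with every replicate also reaching 75%; inconclusive = mean inhibition at least 75% but some replicate below; inactive = mean inhibition below 75%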;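 also: 0% = median of neutral control wells and 100% = pilot-screen positive control compound; some compounds past the cut are filed as inactive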
NCOA3 inh: inhibits human SRC3 coactivator | Q9Y6Q9 | actives 0.17% (n = 360,000) | HEK293 GAL4-SRC3 luciferase reporter, luminescence | inhibition, % at 3.6 µM | AID 588352;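 active = inhibition above a per-campaign cutoff, the mean of all compounds plus 3 SD, cut at about 60% in these data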;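 also: 0% = DMSO-treated cells and 100% = gossypol-treated cells at 36 µM; higher means less SRC3-driven luciferase light from the GAL4 reporter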
TWEAK Fn14 block: inhibitors of TWEAK-Fn14 interaction signaling; TWEAK-stimulated Fn14 reporter cells, luciferase luminescence, 8 h; inhibition, % at 10 µM; actives 2% (n = 360,000); in the data active = inhibition above about 50%
KKLEB tox: counter-screen for CF NF-kB inhibitors: cytotoxicity; KKLEB CF airway cells viability, ATPlite luminescence, overnight; stronger effect = lower value; cells stimulated with P. aeruginosa culture filtrate; activity change (cytotoxicity), % at 5 µM; actives 0.36% (n = 360,000);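 active = corrected activity change at or below -50% at 5 µM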
TROY signal inh: TROY signaling inhibition; Q293 LMP1-TROYcd NF-kB luciferase reporter, 4 h; inhibition, % at 10 µM; actives 0.98% (n = 360,000);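 active = compounds whose plate-normalised and pattern-corrected inhibition of the luciferase reporter signal at the single screening dose is 50% or more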
SRC1 inh: human NCOA1 inhibition. HEK293 GAL4-SRC1 luciferase reporter, luminescence. inhibition, % at 3.6 µM. actives 0.12% (n = 360,000). AID 588354;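 active = inhibition above the campaign mean plus 3 SD, with each screening campaign given its own cutoff, cut at about 60% in these data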;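 also: 0% = DMSO treated cells and 100% = gossypol at 36 µM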
Target sequence (Q15788 whole entry, looked up, the tested form may be a part): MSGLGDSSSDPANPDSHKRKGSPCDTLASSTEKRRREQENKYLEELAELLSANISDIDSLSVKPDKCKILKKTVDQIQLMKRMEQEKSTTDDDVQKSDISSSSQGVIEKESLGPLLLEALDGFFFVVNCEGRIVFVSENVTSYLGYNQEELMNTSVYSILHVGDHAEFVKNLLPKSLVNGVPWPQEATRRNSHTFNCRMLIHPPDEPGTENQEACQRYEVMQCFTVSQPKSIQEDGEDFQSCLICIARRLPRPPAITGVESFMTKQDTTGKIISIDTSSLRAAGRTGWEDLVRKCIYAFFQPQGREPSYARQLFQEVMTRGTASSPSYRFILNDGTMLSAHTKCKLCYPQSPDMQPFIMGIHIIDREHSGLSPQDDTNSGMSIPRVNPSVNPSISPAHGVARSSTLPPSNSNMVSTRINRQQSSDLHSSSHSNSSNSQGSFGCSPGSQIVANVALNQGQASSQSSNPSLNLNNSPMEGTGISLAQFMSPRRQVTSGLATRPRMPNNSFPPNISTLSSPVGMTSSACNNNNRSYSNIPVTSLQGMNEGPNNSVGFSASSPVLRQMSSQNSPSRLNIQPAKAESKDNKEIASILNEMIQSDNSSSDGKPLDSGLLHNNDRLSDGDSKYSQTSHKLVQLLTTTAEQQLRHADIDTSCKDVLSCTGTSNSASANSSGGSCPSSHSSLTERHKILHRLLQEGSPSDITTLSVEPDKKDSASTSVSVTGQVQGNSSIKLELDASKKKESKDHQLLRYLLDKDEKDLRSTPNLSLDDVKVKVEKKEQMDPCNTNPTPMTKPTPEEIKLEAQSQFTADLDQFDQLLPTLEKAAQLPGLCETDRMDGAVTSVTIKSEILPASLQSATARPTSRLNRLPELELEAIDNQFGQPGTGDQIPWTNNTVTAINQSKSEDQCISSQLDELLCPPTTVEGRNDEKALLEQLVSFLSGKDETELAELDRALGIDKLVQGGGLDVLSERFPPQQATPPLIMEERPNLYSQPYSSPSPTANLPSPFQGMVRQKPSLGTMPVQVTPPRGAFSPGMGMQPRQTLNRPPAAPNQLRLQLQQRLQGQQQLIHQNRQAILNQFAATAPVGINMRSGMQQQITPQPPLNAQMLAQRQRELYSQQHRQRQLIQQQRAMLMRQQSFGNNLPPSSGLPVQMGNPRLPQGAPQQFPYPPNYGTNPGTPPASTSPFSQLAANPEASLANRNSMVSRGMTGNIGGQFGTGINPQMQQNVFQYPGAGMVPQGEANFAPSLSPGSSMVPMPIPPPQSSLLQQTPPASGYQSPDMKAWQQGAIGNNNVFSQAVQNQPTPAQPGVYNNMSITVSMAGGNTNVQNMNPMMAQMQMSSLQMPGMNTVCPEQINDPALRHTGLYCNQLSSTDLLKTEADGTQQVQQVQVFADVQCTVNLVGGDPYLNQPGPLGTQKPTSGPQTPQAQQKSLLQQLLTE
NR5A2 inv ag: NR5A2 inverse agonism in reporter assay; O00482; inhibition, % at 3.6 µM; HEK293T StAR-luciferase reporter, LRH-1 transfected, 24 h; actives 0.13% (n = 360,000);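 active = inhibition above the mean inhibition of all tested compounds plus 3 SD, cut at about 73% in these data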;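 also: 0% = DMSO wells and 100% = reporter-only cells lacking LRH-1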
CF NFkB inh: blocks PAF-induced NF-kB reporter in cystic fibrosis cells | actives 0.86% (n = 360,000) | inhibition, % at 5 µM | KKLEB NF-kB-GFP reporter, GFP fluorescence overnight;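 active = at least 50% inhibition at 5 µM, scaled per plate between neutral and stimulator controls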;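 also: PAF is a Pseudomonas aeruginosa culture filtrate used as stimulus; plate controls were PAF-stimulated DMSO wells for no effect and unstimulated DMSO wells for full effect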
COUP-TFII inh: NR2F2 (human) inhibition, primary screen. inhibition, % at 8.6 µM. actives 0.7% (n = 370,000). HEK293T NGFI-A luciferase reporter, luminescence;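 active = inhibition above a per-plate cutoff, mean inhibition of test wells between control levels plus 3 SD, cut at about 38% in these data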;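 also: cells cotransfected with COUP-TFII expression vector driving the NGFI-A reporter; 0% = median of COUP-TF2 test wells and 100% = reporter-only cells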
An asterisk follows results filed as active; i = inactive; ? = inconclusive; . = no result given. The list is partial, so the mix of outcomes need not match the whole.

SMILES	EBV LMP1 NFkB	TRAIL sens C8	Shn3 3UTR inh	NCOA3 inh	TWEAK Fn14 block	KKLEB tox	TROY signal inh	SRC1 inh	NR5A2 inv ag	CF NFkB inh	COUP-TFII inh
CCn1cc(/C=C(\NC(=O)c2cc(OC)c(OC)c(OC)c2)C(=O)N2CCOCC2)c2ccccc21	-8	0	-4	-9	-20	2	-7	1	16	-9	-46
Cc1cc(C)cc(-n2ncc3c2CCCC3NC(=O)c2ccccc2N2CCOCC2)c1 (stereo not drawn)	-6	18	21	6	2	-19	-17	-10	-26	25	17
O=C(CCC1CCCN(Cc2cccc(Cl)c2)C1)NCc1ccccc1F (stereo not drawn)	-1	5	16	12	7	4	5	-13	7	12	-5
CCc1ccc(N(C(=O)CCC(=O)Nc2cc(C)on2)C(C(=O)NC2CCCC2)c2ccco2)cc1 (stereo not drawn)	7	12	3	10	8	-8	-4	1	4	7	14
Cc1ccc(CCN2CC(C(=O)NCc3cccnc3)CC2=O)cc1 (stereo not drawn)	1	8	7	-4	3	-4	-7	10	-13	21	-2
CC(C)(C)c1ccc(/C=N/NC(=O)Cc2c[nH]c3ccccc23)cc1	-8	-7	21	-1	19	0	-18	-10	-2	2	5
CN(C)NC(=O)C(NC(=O)c1ccccc1)C12CC3CC(CC(C3)C1)C2 (stereo not drawn)	8	-3	-1	12	-11	2	-13	-44	8	-1	6
Cn1c(=O)c2c(nc(Cl)n2CC(=O)N2CCCCC2)n(C)c1=O	0	-15	2	21	-9	-4	3	-1	5	-16	1
O=C(Nc1c(Cl)ccc2nsnc12)c1ccc([N+](=O)[O-])o1	-31	21	76	-17	20	-20	12	-8	58	87*	2
O=C(Nc1ccccc1)c1cc(C2CCCN(C(=O)c3cccs3)C2)on1 (stereo not drawn)	.	-1	-40	-75	-11	-2	-62	-40	-59	-20	-12
CCOC(=O)c1cnc(SCC(=O)Nc2nc(C)c(C)s2)nc1N	0	-1	-4	-13	11	-1	13	-7	10	-6	8
CC1(C)CC(=O)C=C(c2n[nH]nc2-c2ccc(F)c(F)c2)C1	8	1	-11	9	-3	-3	4	-37	33	18	11
COc1ccc(Nc2nc(N3CCN(S(=O)(=O)N(C)C)CC3)nc3ccccc23)cc1	-5	0	23	-4	-9	-19	-11	1	17	-12	-3
CC(C)(C)NC(=O)CN(C(=O)c1ccc(Cl)nc1)c1cccc2ccccc12	2	-2	-4	8	17	-4	23	0	-5	-4	-19
CC(=O)c1ccc(OCC(C)C)c(CN2CCCCC2)c1	4	-8	2	6	-10	-1	-8	8	16	3	15
CCc1cc(=O)oc2cc(OC3CCCCC3=O)ccc12 (stereo not drawn)	2	1	-7	-18	9	-6	-10	4	-14	9	-8
O=C(c1cc(C2CC2)nn1-c1ccccc1)N1CCN(Cc2ccccc2)CC1	-6	-20	-11	-16	4	-8	0	-3	8	23	5
CCOC(=O)Nc1sc2c(c1C#N)CCC(C)C2 (stereo not drawn)	-14	-9	-30	-47	-28	0	-72	-103	-118	9	.
Cc1ccc(C)c(OCc2cc(C(=O)NC3CCN(Cc4ccccc4)CC3)no2)c1	12	4	51	1	8	-17	19	-6	22	24	48*
O=C(NCc1ccc2c(c1)OCO2)C1CC(=O)N(C2CCCCCCC2)C1 (stereo not drawn)	2	-16	7	16	-7	-12	-7	6	9	13	-11
CC1CCCC(C)N1C(=O)CN1C(=O)c2ccccc2S1(=O)=O (stereo not drawn)	3	-3	-3	-7	6	-1	-8	-6	-2	7	13
O=C(NNC(=O)C1CC=CCC1C(=O)O)c1ccc(Cl)cc1 (stereo not drawn)	-1	-6	-8	-19	-6	2	-40	4	7	5	-2
Cc1c(C#N)c(N)nc(Cl)c1C#N	5	-5	3	5	21	10	-13	-5	5	27	10
O=C(CCc1ccccc1)N1CCN(Cc2ccc(F)cc2Cl)CC1	-8	-4	8	3	4	4	2	15	13	18	7
Cc1ccc(S(=O)(=O)Nc2cc(=O)[nH]c(SCC(=O)Nc3cccc(C)c3)n2)cc1	-6	-13	-25	1	-17	-9	-7	4	6	-32	-13
CCCS(=O)(=O)NC(=O)C1(C)CCCN(C(=O)c2cc3ccccc3s2)C1 (stereo not drawn)	.	12	4	-4	-8	21	-6	11	17	-36	-12
CCCOc1ccc(CC(=O)NCCc2ccccc2)cc1OC	-1	5	15	-22	-7	1	6	11	-16	-12	2
C#CCOc1c(Br)cc(/C=N/O)cc1OCC	12	-6	-9	16	15	-5	25	6	-17	29	17
CCOC(=O)c1nn(-c2ccc(Cl)cc2)c(=O)c(C#N)c1C	-3	-17	-2	-20	16	2	-5	-65	-4	-14	16
COc1cc(C(=O)NCC(=O)NCCN2C(=O)S/C(=C\c3ccc4c(c3)OCO4)C2=O)cc(OC)c1OC	1	5	-4	-10	-5	9	-20	-7	-11	5	-2
CC(=O)Oc1c(-c2ccc(Br)o2)oc2ccccc2c1=O	12	5	12	-7	33	5	21	-9	5	-5	-21
CCOC(=O)c1[nH]c2ccc(OC)cc2c1NC(=O)CN1CCSCC1	-6	-6	10	3	-1	4	8	-29	5	1	6
COCCCNC(=O)CCn1c(=O)c2ccccc2n(CC(=O)Nc2ccccc2C)c1=O	1	16	.	10	-5	0	-3	6	14	-7	-9
O=C(O)COc1ccc(/C=N/NC(=O)C(O)(c2ccccc2)c2ccccc2)cc1	0	-20	2	-18	11	-4	10	12	-5	-11	5
COc1cc(OC)cc(C(=O)c2c(C)c(C#N)c3ccccn23)c1	6	10	34	-20	10	-17	-24	1	-9	32	-21
CCCn1c(N)c(C(c2ccc(C(=O)OC)cc2)N2CCN(c3ccccc3)CC2)c(=O)[nH]c1=O (stereo not drawn)	8	-17	7	-3	21	3	-8	10	1	-21	-14

Exported with values under each structure: part of the list above.
Under each structure – EBV LMP1 NFkB	TRAIL sens C8	Shn3 3UTR inh	NCOA3 inh	TWEAK Fn14 block	KKLEB tox	TROY signal inh	SRC1 inh	NR5A2 inv ag	CF NFkB inh	COUP-TFII inh
> O=C(NNC(=O)C1CC=CCC1C(=O)O)c1ccc(Cl)cc1 (stereo not drawn)
→ -1	-6	-8	-19	-6	2	-40	4	7	5	-2
> Cc1c(C#N)c(N)nc(Cl)c1C#N
→ 5	-5	3	5	21	10	-13	-5	5	27	10
> O=C(CCc1ccccc1)N1CCN(Cc2ccc(F)cc2Cl)CC1
→ -8	-4	8	3	4	4	2	15	13	18	7
> Cc1ccc(S(=O)(=O)Nc2cc(=O)[nH]c(SCC(=O)Nc3cccc(C)c3)n2)cc1
→ -6	-13	-25	1	-17	-9	-7	4	6	-32	-13
> CCCS(=O)(=O)NC(=O)C1(C)CCCN(C(=O)c2cc3ccccc3s2)C1 (stereo not drawn)
→ .	12	4	-4	-8	21	-6	11	17	-36	-12
> CCCOc1ccc(CC(=O)NCCc2ccccc2)cc1OC
→ -1	5	15	-22	-7	1	6	11	-16	-12	2
> C#CCOc1c(Br)cc(/C=N/O)cc1OCC
→ 12	-6	-9	16	15	-5	25	6	-17	29	17
> CCOC(=O)c1nn(-c2ccc(Cl)cc2)c(=O)c(C#N)c1C
→ -3	-17	-2	-20	16	2	-5	-65	-4	-14	16
> COc1cc(C(=O)NCC(=O)NCCN2C(=O)S/C(=C\c3ccc4c(c3)OCO4)C2=O)cc(OC)c1OC
→ 1	5	-4	-10	-5	9	-20	-7	-11	5	-2
> CC(=O)Oc1c(-c2ccc(Br)o2)oc2ccccc2c1=O
→ 12	5	12	-7	33	5	21	-9	5	-5	-21
> CCOC(=O)c1[nH]c2ccc(OC)cc2c1NC(=O)CN1CCSCC1
→ -6	-6	10	3	-1	4	8	-29	5	1	6
> COCCCNC(=O)CCn1c(=O)c2ccccc2n(CC(=O)Nc2ccccc2C)c1=O
→ 1	16	.	10	-5	0	-3	6	14	-7	-9

(next part)
SMILES	EBV LMP1 NFkB	TRAIL sens C8	Shn3 3UTR inh	NCOA3 inh	TWEAK Fn14 block	KKLEB tox	TROY signal inh	SRC1 inh	NR5A2 inv ag	CF NFkB inh	COUP-TFII inh
CCCCC1=CC2=CC(=O)C(C)(OC(=O)CC)C(=O)C2=CN1Cc1ccccc1 (stereo not drawn)	-9	6	-15	6	4	1	-8	-2	10	-11	-12
CN(C)CCC(=O)N1C/C(=C/c2ccccc2)C(=O)/C(=C\c2ccccc2)C1	87*	95*	41	-6	103*	-71*	59*	-58	81*	95*	79*
CCOC(=O)C1=NN(c2ccc(OC)cc2)C(c2ccccc2)CC1=O (stereo not drawn)	-9	1	1	-15	18	-1	3	-4	3	-11	7
N/C(=N\OC(=O)C1CCCCC1)c1ccc(Br)cc1	-43	-5	-167	-8	37	7	-62	-12	-7	-5	-13
COc1ccc(NC(=O)CC2C(=O)OCC3CCCCN32)cc1Cl (stereo not drawn)	-1	0	-1	13	-1	8	8	-2	-1	-8	21
CN1CCN(C(=O)/C=C\c2ccc(Cl)cc2)CC1	-8	-3	-9	2	-10	12	-36	8	11	-8	0
CC(C)(C)c1ccc(/C=N/NC(=O)C2CCCC2)cc1	-42	11	-34	-58	-66	-17	-66	-50	-54	1	-20
C=CC(=O)N1C/C(=C/c2ccccc2)C(=O)/C(=C\c2ccccc2)C1	85*	92*	97*	-164	105*	-42	73*	i	70	81*	98*
COC(=O)c1ccc(OCC(=O)Nc2nn(-c3ccccc3)nc2C(N)=O)cc1	-7	5	-35	-8	12	9	-17	-7	-12	-6	17
CC1(C)CC(=O)c2cc(OCC(=O)NCc3cccnc3)ccc2O1	-10	-12	4	8	2	-21	-2	-13	-22	6	-6
O=S(=O)(c1ccc(F)c(F)c1F)N1CCN(c2ncnc3sccc23)CC1	3	26	?	-8	40	-4	28	11	27	6	40*
O=C(Cc1cccc2ccccc12)N1CCN(c2ncccn2)CC1	2	-3	0	4	-3	4	7	3	1	4	7
O=C(OCC(=O)c1ccc[nH]1)c1ccc(S(=O)(=O)N2CCCCCC2)cc1	-12	8	12	-17	-6	-6	-4	-11	-6	13	19
S=c1[nH]nc(CN2CCCCC2)n1Cc1ccccc1	3	7	0	11	-2	2	-2	-1	-7	-28	3
CN(Cc1cnn(-c2ccccc2)c1)C(=O)c1cccc(S(=O)(=O)N(C)c2ccccc2)c1	-9	21	17	-61	41	-10	33	6	-8	5	10
CCOC(=O)c1[nH]c2ccc(Br)cc2c1NC(=O)CNC	-10	-2	5	-7	18	-8	-6	3	9	2	8

High-throughput results deposited in PubChem by several laboratories.
